Bioassay records (PubChem BioAssay)
LGR2 antag – blocks bursicon-induced cAMP signaling via Drosophila LGR2 | HEK293 LGR2, CRE-luciferase, bursicon-stimulated, 4 h | inhibition, % at 9.99 µM | 0.35% of 380,000 active | AID 720647;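 active = drop in luminescence signal, shown as inhibition above about 50% in the replicate tests, limit read from the data, passing the limit was not always enough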;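 note: agonist challenge used bursicon conditioned medium at about half maximal strength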
C2C12 statin – protects C2C12 myotubes from simvastatin toxicity; ATP luminescence, 48 h; scaled: DMSO 0, geranylgeraniol control 100; rescue of ATP level, % at 7.49 µM; 0.78% of 330,000 active; AID 602340;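 active = mean ATP rescue above about 67%, or every replicate alone reaching that limit, limit read from the data, passing the limit was not always enough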;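 note: myotubes were challenged with 10 µM simvastatin during compound exposure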
Cneo AK release – causes C. neoformans cell lysis; lysis activity, % at 15 µM; 0.2% of 360,000 active; adenylate kinase release luminescence, 4 h; normalised: neutral wells 0, clomiphene wells 100;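 active = mean lysis activity across replicates of at least 80%, whatever share of replicates individually reach that level; inactive = mean lysis activity below 80%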
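Test system: log-phase Cryptococcus neoformans yeast cells; Quantity: yeast cell density of 5 × 10^6 cells/mL; Buffer or medium: YPD; Doses: single compound concentration per well; Timing: 4 h at 37 °C static, read 1 h later; Measured by: AK luminescence; Read-out basis: lysis from increased AK signal; Control set: Clomiphene as positive control.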
PAX8 reporter – PAX8 transcriptional activity inhibition | inhibition, % at 12.6 µM | 1.2% of 360,000 active | RMG-I TPO-luciferase reporter, SteadyGlo, 24 h;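 active = mean replicate inhibition at least 60% with every replicate also reaching 60%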;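 note: luciferase light reporting Pax8 driven TPO promoter activity; plate controls were median of neutral control wells for no effect and mitoxantrone controls for full effect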
PGC1a acetyl inh – modulators of PGC1a acetylation | U2OS PGC1a acetylation, AlphaScreen anti-acetyl-lysine; with virally co-expressed GCN5 acetyltransferase | inhibition, % at 15.6 µM | 0.17% of 350,000 active | AID 651687;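 active = every replicate shows inhibition of at least 40%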;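 note: 0% = neutral control wells and 100% = positive control wells; some results beyond the cut were filed as inactive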
PglD inh – blocks C. jejuni PglD acetyltransferase activity; purified PglD enzyme, DTNB colorimetric CoA detection; inhibition, % at 12.5 µM; 0.098% of 360,000 active; AID 602405; in the data active = inhibition above about 16%, passing the limit was not always enough; note: strong numbers were not always called active
ARNT TACC3 PPI – disruptors of human ARNT/TACC3 interaction; Q9Y6A5; AlphaScreen His-ARNT PAS-B/GST-TACC3 binding, luminescence; TACC3 fragment carries E629A point mutation; inhibition, % at 9.99 µM; 0.66% of 390,000 active; AID 623870;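 active = mean inhibition of replicates at least 50% and at least half of replicates each reaching 50%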;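 note: 0% = complete ARNT plus TACC3 wells and 100% = ARNT alone without TACC3; many hits fall short of the cut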
GSIS activator – GLuc luminescence reporter in INS-1E cells, primary screen for activators of glucose-dependent secretion of insulin; INS-1E GLuc reporter insulin secretion, 2-3 h; activation, % at 16.6 µM; 0.61% of 370,000 active; AID 743287;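 active = lowest replicate activation of at least 40%, so every replicate reaches that level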;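 note: 0% = median of neutral control wells and 100% = median of IBMX positive control wells; some compounds called inactive have numbers as strong as hits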
* = called active by the depositor; nt = no result given; & = joins results of further samples.

SMILES	LGR2 antag	C2C12 statin	Cneo AK release	PAX8 reporter	PGC1a acetyl inh	PglD inh	ARNT TACC3 PPI	GSIS activator
COc1ccc(C2=NN(C(=O)COC(=O)c3ccc(S(C)(=O)=O)c([N+](=O)[O-])c3)C(c3ccco3)C2)cc1 (stereo not drawn)	-35	nt	nt	-30	4	nt	-8	-7
C[C@H](O)C#Cc1cnc2c(c1)C(=O)N([C@@H](C)CO)C[C@@H](C)[C@@H](CN(C)CC1CCOCC1)O2	19	-1	11	-5	3	-2	-3	-9
N#C[C@@H]1[C@@H](c2ccccc2-c2ccccc2)[C@H](CO)N1C(=O)Cc1cccnc1	19	nt	nt	-12	-1	nt	nt	-1
Cc1nc2sccn2c(=O)c1S(=O)(=O)NCC(C)c1ccccc1 (stereo not drawn)	-10	-5	-1	6	nt	5	0	-3
Cc1nnc(SCCn2c(N3CC(C)CC(C)C3)nc3c2c(=O)[nH]c(=O)n3C)s1 (stereo not drawn)	nt	5	0	nt	14	0	-2	nt
Cc1cccc(C)c1N1CCN(C(=O)N2CCOCC2)CC1	-9	nt	nt	9	-6	nt	-10	5
CCCCCn1c(=O)[nH]c2cc(C(=O)NCCCN(C)Cc3ccccc3)ccc2c1=O	15	-23	0	6	-5	0	3	-2
CCOC(=O)C1=CNS(=O)(=O)NC1c1ccc(C(=O)OC)cc1 (stereo not drawn)	2	-3	-1	16	-4	0	-18	13
O=C(CN1CCN(S(=O)(=O)c2ccccc2C(F)(F)F)CC1)NCc1cccs1	-13	13	2	12	nt	1	0	-18
CN(CC(=O)Nc1cccc(S(=O)(=O)N2CCCC2)c1)CC(=O)Nc1ccc(Cl)c(C(F)(F)F)c1	18	-8	nt	46	7	-5	-3	-24
Cc1ccc2c(c1)C(CCN)C(=O)N2Cc1ccccc1 (stereo not drawn)	nt	-1	-3	nt	2	2	4	nt
c1ccc2c(-c3cccc4nccn34)cncc2c1	5	3	1	-4	nt	-2	nt	1
CCN(CC)CCn1c(=N)n(CC(O)c2ccco2)c2ccccc21 (stereo not drawn)	-3	nt	nt	-6	nt	nt	-11	3
Cc1ccc(CN2CC(=O)N3[C@H]4c5cc(C)ccc5OC[C@@H]4[C@H](c4ccccc4)[C@]3(C)C2=O)cc1	9	2	1	-9	1	6	-9	2
N#Cc1cccc(-c2ccc(C3[C@H]4CNC[C@@H]3N4S(=O)(=O)c3cccc(F)c3)cc2)c1 (stereo partly drawn)	-1&-6	nt	nt	-24&-31	-9&1	nt	nt	3&5
O=C(Cc1cccc(NC(=O)C2CCCN(C(=O)C3CCCC3)C2)c1)Nc1cccc(C(=O)N2CCOCC2)c1 (stereo not drawn)	1	2	1	5	-5	-5	-6	-2
CCO[C@@H]1OC(C(N)=O)=C[C@H](C(C)(C)C)[C@H]1CCCO	2	14	0	7	5	-4	0	8
O=C(CCN1C(=O)c2ccccc2C1=O)N1CCN(C2c3ccccc3-c3ccccc32)CC1	nt	-5	-1	nt	-5	0	-5	nt
NC(=NCCc1ccc(Cl)cc1)NS(=O)(=O)c1ccccc1	-3	-2	0	-6	-1	5	1	-2
CC(=O)C1=C(O)C(=O)N(CCN2CCOCC2)C1c1ccccc1 (stereo not drawn)	0	-23	0	nt	-6	0	1	3
Cc1ccc(S(=O)(=O)Nc2nc3ccccc3nc2NCC2CCCO2)c(C)c1 (stereo not drawn)	24	nt	nt	3	15	nt	2	-18
CC(C(=O)NCC1CCCCC1)N1CCN(S(=O)(=O)/C=C/c2ccccc2)CC1 (stereo not drawn)	5	nt	nt	-7	nt	nt	-4	-23
COc1cc(/C=N/NC(=O)c2ccc(Cn3cc([N+](=O)[O-])cn3)o2)cc(Br)c1O	-18	-4	-2	-10	-13	2	-15	-20
O=C(Nc1ccc2[nH]c3c(c2c1)CCCC3)c1ccco1	nt	-32	-1	nt	-7	2	7	nt
CC1CC1C(=O)OCC(=O)NCc1ccc(Cl)cc1Cl (stereo not drawn)	nt	6	-2	-5	11	-5	-2	nt

Continuation.
SMILES	LGR2 antag	C2C12 statin	Cneo AK release	PAX8 reporter	PGC1a acetyl inh	PglD inh	ARNT TACC3 PPI	GSIS activator
Cc1ccc(NC(=O)COC(=O)C2CC2)c(Br)c1	0	nt	8	-8	1	2	-2	-6
COc1ccc(C)cc1S(=O)(=O)NCCC1=CCCCC1	17	-36	1	nt	-23	4	-12	-26
CO[C@H]1CN(C)C(=O)c2cc(NC(=O)Nc3ccc(Cl)c(Cl)c3)ccc2OC[C@@H](C)NC[C@@H]1C	11	-23	nt	-17	1	1	nt	-3&0
Cc1ccc(NC(=O)CO/N=C(\N)c2nonc2N)cc1	-1	13	-1	nt	2	-1	4	2
CC1NC(C)(C)Cc2c1ccc1ccccc21 (stereo not drawn)	15	-2	2	-9	1	6	-12	-5
CC(C)(C)NC(=O)CSc1ncnc2c1cnn2-c1ccccc1	-4	-1	-1	19	nt	-3	-6	13
OCCNCc1ccc(OC2CCCC2)cc1	nt	10	-1	nt	10	-3	-4	-9
CCC1CN(S(=O)(=O)c2ccc3c(c2)NC(=O)CC(=O)N3)c2cc(Cl)ccc2O1 (stereo not drawn)	21	23	1	44	nt	5	6	-38
Cc1ccc(C(=O)NCC(=O)NCC(=O)OCC(=O)c2ccc([N+](=O)[O-])cc2)cc1	nt	-5	-2	nt	3	-3	nt	nt
Cc1ccc(-c2nc(C3CCN(S(=O)(=O)c4ccc(C(F)(F)F)cc4)CC3)no2)cc1	nt	33	1	nt	-1	-10	0	nt
CO[C@@H]1CN(C)C(=O)c2cc(NC(=O)C3CC3)ccc2OC[C@H](C)N(C(=O)C2CCOCC2)C[C@@H]1C	-5	9	-1	2	12	0	-8	7
CC(=O)Nc1ccc2c(c1)C(=O)N(C)[C@H]1CC[C@H](CC(=O)NCC3CC3)O[C@H]1CO2	4	-6	46	1	4	3	-14	-5
Cc1[nH]c2ccc(Br)cc2c(=S)c1C/C=C/Cl	5	6	-2	12	0	-6	3	-5
O=C1CSc2ccccc2N1Cc1ccccc1F	4	18	1	nt	2	-4	-8	-7
COc1ccc(N=CC2=C(O)c3ccccc3C2=O)c(OC)c1	nt	-98	-4	nt	5	-3	4	nt
O=C1NC(c2cccc(Cl)c2)Nc2ccccc21 (stereo not drawn)	3	nt	nt	11	nt	nt	-2	6
COCCCNC(=O)CNC(=S)N(Cc1cc(OC)c(OC)c(OC)c1)C1CCCC1	-3	nt	-1	-6	3	0	-1	3
C/C(=N\NC(=O)COc1ccccc1)c1cccs1	-40	nt	nt	-43	nt	nt	1	22
O=C(COC(=O)c1cncc(Br)c1)NC1CC1	nt	3	0	nt	nt	-4	5	nt
CCOC(=O)Cc1csc(NC(=O)CSc2nc3sc(C(=O)O)c(C)c3c(=O)[nH]2)n1	nt	1	8	nt	-10	-1	3	nt
CC(=O)NC[C@H]1[C@H](c2ccc(-c3cccnc3)cc2)[C@H](CO)N1C(=O)C1CC1	-15	15	-3	11	3	2	1	6
CCN1C(=NCc2ccco2)N[C@@H](c2cccc(F)c2)C(C(=O)OC)=C1C	8	-9	1	-9	-10	1	-15	3
O=C(Cc1ccccc1F)Nc1ccc(Cl)nc1	nt	2	2	nt	-8	1	-10	nt
CCN(CC)S(=O)(=O)c1ccc(NC(=O)CO/N=C(\N)c2ccccc2)cc1	-21	-10	1	17	-17	4	20	8
C[C@@H]1CN([C@H](C)CO)C(=O)Cc2cc(N(C)C)ccc2O[C@@H]1CN(C)S(C)(=O)=O	-7	1	-8	7	6	1	-1	10

Among those listed so far, three contain an aryl thioether with sulfur outside any ring.
SMILES	LGR2 antag	C2C12 statin	Cneo AK release	PAX8 reporter	PGC1a acetyl inh	PglD inh	ARNT TACC3 PPI	GSIS activator
Cc1nnc(SCCn2c(N3CC(C)CC(C)C3)nc3c2c(=O)[nH]c(=O)n3C)s1 (stereo not drawn)	nt	5	0	nt	14	0	-2	nt
CC(C)(C)NC(=O)CSc1ncnc2c1cnn2-c1ccccc1	-4	-1	-1	19	nt	-3	-6	13
CCOC(=O)Cc1csc(NC(=O)CSc2nc3sc(C(=O)O)c(C)c3c(=O)[nH]2)n1	nt	1	8	nt	-10	-1	3	nt

Next results:
SMILES	LGR2 antag	C2C12 statin	Cneo AK release	PAX8 reporter	PGC1a acetyl inh	PglD inh	ARNT TACC3 PPI	GSIS activator
Cn1c(=O)c(=O)n(C)c2cc(S(=O)(=O)N3CCN(c4cccc(C(F)(F)F)c4)CC3)ccc21	nt	8	-8	nt	2	3	1	nt
CC(C)NC(=O)Nc1ccc2c(c1)C(=O)N([C@H](C)CO)C[C@H](C)[C@@H](CN(C)C(=O)c1ccncc1)OCCCC[C@@H](C)O2	-14	nt	nt	-9	-5	nt	nt	49
COC(=O)c1ccccc1NC(=S)N1CCOCC1	1	3	2	-12	9	14	-33	nt
C[C@H]1CN([C@@H](C)CO)C(=O)c2cc(NC(=O)Nc3ccc(F)cc3)ccc2O[C@@H]1CN(C)C(=O)NC1CCCCC1	6	19	1	5	7	-1	-10	2
CN1C=CC2=C(C#N)C(N)C(C#N)(C#N)[C@H](c3ccccc3)[C@H]2C1 (stereo partly drawn)	nt	6	-2	nt	-11	2	3	nt
O=C(Cc1nnc(NC(=O)Nc2ccc(F)cc2)s1)NCc1ccccc1	-2	nt	0	6	7	7	nt	-1
Cc1nn(C/C(C#N)=N\O)c(C)[n+]1N	nt	-2	0	-1	2	0	2	nt
CC1(C)CC(=O)C/C(=N\NC(=O)C2C3CCCCC32)C1 (stereo not drawn)	-12	nt	nt	8	nt	nt	-1	0
CCOC(=O)c1c(C)[nH]c(C)c1C(=O)COC(=O)/C=C/c1ccco1	-4	2	0	-8	nt	-4	-4	nt
CCCn1c(CNc2ccccc2O)nc2ccccc21	-6	41	2	nt	-16	10	42	2
O=C(O)/C=C/C(=O)NNC(=O)c1ccc(Cl)cc1Cl	1	nt	nt	-4	0	nt	2	-6
COc1ccc(CC(=O)Nc2ccc(C(=O)NC(C)(C)C)cc2)cc1OC	16	9	2	-9	6	1	22	-3
COc1ccccc1C(C)NC(=O)CN(C)CC(=O)Nc1c(C)cccc1C (stereo not drawn)	nt	-3	-1	-6	nt	6	-6	nt
CCN(CC)S(=O)(=O)c1cc(NC(=O)C2CSC3(C)CCC(=O)N23)ccc1C (stereo not drawn)	12	25	-4	-15	5	2	1	-5
COc1ccc(S(=O)(=O)N(C)C[C@@H]2OCCCC[C@@H](C)Oc3ccc(NS(=O)(=O)c4cccs4)cc3C(=O)N([C@@H](C)CO)C[C@H]2C)cc1	-26	nt	2	-2	-20	-1	1	-12
O=C(CCC1COc2ccccc2O1)NCc1ccco1 (stereo not drawn)	nt	nt	-4	nt	2	-2	-6	nt
CCOc1ccccc1CNC(=O)c1nn(CC)cc1[N+](=O)[O-]	-7	nt	nt	-3	nt	nt	-6	13
CCn1cc(C(=O)OCC(=O)Nc2cccc(Cl)c2Cl)c(=O)c2ccc(C)nc21	15	nt	7	20	5	-5	nt	-1
CCOc1ccc(C(=O)NCCNC(=O)c2ccc(OCC)cc2)cc1	-5	46	-6	0	nt	0	-3	14
CCC(=O)Nc1ccc2c(c1)C(=O)N(C)C[C@@H](OC)[C@@H](C)CN(C(=O)CN(C)C)[C@@H](C)CO2	2	-1	nt	nt	5	nt	nt	4
Cc1ccc(-c2cc(C(=O)NC3CCN(Cc4ccccc4)CC3)c3ccccc3n2)cc1	-23	-38	1	-22	-26	-2	2	-16
CC(=O)NC(=O)COC(=O)c1ccc2ncsc2c1	-20	nt	nt	17	-4	nt	-7	3
CC(=O)Nc1ccc(NC(=O)CC2CCCC2)cc1	-36	-16	-1	-34	nt	1	13	-2
C[C@@H]1CCCCO[C@H](CN(C)C(=O)Nc2ccc3c(c2)OCO3)[C@H](C)CN([C@H](C)CO)C(=O)c2cc(N(C)C)ccc2O1	-1	-14	2	3	-5	3	-1	-8
CCCCCCNC(=O)c1cn(CC)c2cc(N3CCN(C)CC3)c(F)cc2c1=O	-2	-14	-3	15	-10	0	2	-14

Hits appear at their usual frequency. About 2.9% of those tested had a hit in this group.
